High-throughput results (PubChem)
Sm TGR block: S. mansoni TGR enzyme inhibition; Q962Y6; purified TGR, DTNB reduction, TNB absorbance 405 nm; Potency, µM (titrated, usually from 114 µM), inactives show at the top dose activity change, negative = inhibition, most hits filed as inhibitors; hit rate 3% among 360,000; AID 485364; further: potency means the concentration at half of the fitted maximal effect; nearly all actives have a fitted effect of over 60% in size
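Kinetic colorimetric format: TGR-catalysed, NADPH-driven DTNB reduction monitored via TNB absorbance. Enzyme dispensed at 20 nM; compound exposure 15 min at room temperature before reaction start.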
HCMV inh: blocks human cytomegalovirus replication | HFF cells, HCMV-luciferase reporter, 72 h; stronger effect = lower value | activity change, negative = inhibition, % at 57.5 µM | hit rate 4.5% among 410,000 | AID 1259415; in the data active means activity change below about -60%; inconclusive means no clear call, values can overlap the other calls; inactive means above about -39%
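Two-dose cell screen: HFF monolayers treated with compounds and infected with luciferase-expressing HCMV at 1 PFU/cell, 72 h at 37C, then lysed for luciferase measurement.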
LmPK inhibitor: inhibitors of Leishmania mexicana pyruvate kinase. hit rate 0.37% among 290,000. Potency, µM (top dose mostly 57.5 µM), for inactives: at the highest dose activity change, negative = inhibition, most hits filed as inhibitors. AID 1721. purified LmPK, Kinase-Glo ATP luminescence, 1 h; further: potency means the concentration at half of the fitted maximal effect
Target sequence (Q27686 whole entry, looked up): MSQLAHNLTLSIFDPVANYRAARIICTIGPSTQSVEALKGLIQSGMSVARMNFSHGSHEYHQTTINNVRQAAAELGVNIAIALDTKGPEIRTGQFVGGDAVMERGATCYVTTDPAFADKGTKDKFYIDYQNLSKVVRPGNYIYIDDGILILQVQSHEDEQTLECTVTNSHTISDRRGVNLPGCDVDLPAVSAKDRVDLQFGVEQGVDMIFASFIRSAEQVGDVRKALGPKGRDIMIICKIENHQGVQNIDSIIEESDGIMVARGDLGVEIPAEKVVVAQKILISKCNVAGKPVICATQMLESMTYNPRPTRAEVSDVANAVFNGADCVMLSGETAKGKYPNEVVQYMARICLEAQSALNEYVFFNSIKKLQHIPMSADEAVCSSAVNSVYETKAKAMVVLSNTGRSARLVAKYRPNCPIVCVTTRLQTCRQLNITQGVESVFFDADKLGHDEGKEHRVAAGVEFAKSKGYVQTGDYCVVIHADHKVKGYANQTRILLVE
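Purified LmPK (0.1 nM) converted ADP (0.1 mM) to ATP with PEP (0.5 mM) in imidazole buffer pH 7.2 with KCl and MgCl2, 1 h at room temperature. ATP was read by Kinase-Glo luminescence; data normalized to uninhibited and no-enzyme controls.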
AMA1 RON2 block: disrupts binding of P. falciparum AMA1 to RON2. AlphaScreen AMA1-biotinylated RON2 peptide binding. Potency, µM (highest dose often 58.2 µM), for the others: top-dose activity change, negative = inhibition, most hits filed as inhibitors. hit rate 0.2% among 360,000;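 further: potency means the concentration at half of the fitted maximal effect; 0% = vehicle wells and -100% = peptide control; nearly all actives have a fitted effect of over 45% in size; some results filed as inactive show a strong effect at the top dose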
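AMA1 (3D7) with his tag at 25 nM final met compounds first, then biotinylated RON2 peptide at 25 nM; detection used donor plus acceptor beads, 10 µg/mL apiece, read by AlphaScreen after 30 min at room temperature.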
AmpC inh no detg: inhibitors of E. coli AmpC beta-lactamase without detergent; P00811; AmpC nitrocefin hydrolysis, absorbance 480 nm, 0.0001% Triton; Potency, µM (titrated, usually from 57.1 µM), inactives show at the top dose activity change, negative = inhibition, most hits filed as inhibitors; hit rate 0.52% among 330,000;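 further: potency means the concentration at half of the fitted maximal effect; plate controls were no compound for no effect and no enzyme for full effect; nearly all actives have a fitted effect of over 20% in size; some results filed as inactive show a strong effect at the top dose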
Target sequence (P00811 whole entry, looked up): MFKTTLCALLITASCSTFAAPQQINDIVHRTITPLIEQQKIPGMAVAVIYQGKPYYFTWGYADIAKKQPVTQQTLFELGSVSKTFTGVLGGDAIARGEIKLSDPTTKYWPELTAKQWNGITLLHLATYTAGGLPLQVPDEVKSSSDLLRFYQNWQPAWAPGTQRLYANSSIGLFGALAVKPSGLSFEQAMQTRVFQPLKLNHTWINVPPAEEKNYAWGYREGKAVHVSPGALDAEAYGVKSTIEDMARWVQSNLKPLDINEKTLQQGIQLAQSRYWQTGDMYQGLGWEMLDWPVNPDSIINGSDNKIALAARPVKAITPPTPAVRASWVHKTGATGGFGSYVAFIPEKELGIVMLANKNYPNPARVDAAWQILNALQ
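20 mM phosphate pH 7.0 + 0.01% (detergent screen) or 0.0001% Triton X-100; 5.3 nM AmpC reagent; cpd preinc 15 min RT; nitrocefin (800 uM stock) to start; A480 q20 s × 4 min; Activity was normalised to no-enzyme and no-compound control wells.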
AmpC inh detg: AmpC beta-lactamase inhibition with detergent present; P00811; AmpC hydrolysis of nitrocefin, absorbance 480 nm, 0.01% Triton; Potency, µM (highest dose often 114 µM), for inactives: top-dose activity change, negative = inhibition, most hits filed as inhibitors; hit rate 0.041% among 370,000;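 further: potency means the concentration at half of the fitted maximal effect; 0% = no-compound wells and -100% = no-enzyme wells; nearly all actives have a fitted effect of over 25% in size; some results filed as inactive show a strong effect at the top dose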
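AmpC (5.3 nM in the dispensed reagent) in 20 mM phosphate pH 7.0 with 0.01% (detergent screen) or 0.0001% Triton X-100 was preincubated with compounds for 15 min at room temperature. Nitrocefin was then added from an 800 uM solution, and hydrolysis was followed at 480 nm.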
TbPYK inhibitor: T. brucei pyruvate kinase inhibition; Q57TT1; TbPYK enzyme, Kinase-Glo Plus ATP luminescence, 45 min; Potency, µM (top dose mostly 76.8 µM), for the others: top-dose activity, negative = inhibition, most hits filed as inhibitors; hit rate 0.12% among 410,000; further: potency means the concentration at half of the fitted maximal effect; nearly all actives have a fitted effect of over 50% in size
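ADP (130 uM final) triggers the TbPYK reaction after compound addition; incubation is 45 min at room temperature. Kinase-Glo Plus is then added and luminescence imaged. Normalized data are fitted to concentration-effect curves.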
* = called active by the depositor; & = joins results of further samples; [ ] = another dose, or the depositor's remark. Unless noted, the call rests on the fitted dose curve; in most records, active means well fitted curve in the direction sought with a large enough effect; inconclusive means small, poorly fitted or top-dose-only effect, or another doubt; inactive means no such curve, though single readings can be large; an effect the other way counts as inactive or inconclusive. Unless noted, on the % scale 0 is the no-effect control and ±100 the full control effect. Compounds as they come; about 7.4% have a hit in one of these screens.

For CCC(Sc1nc2ccccc2[nH]1)C(=O)Nc1ccc(NC(C)=O)cc1 (stereo not given) the results were HCMV inh -34, LmPK inhibitor 4%, AMA1 RON2 block -6%, AmpC inh no detg -29%, AmpC inh detg -5% and TbPYK inhibitor 2%.
`O=c1[nH][nH]c(-c2ccccc2O)c1C(C[N+](=O)[O-])c1cccc(Cl)c1` (stereo not given) gave Sm TGR block -31%, HCMV inh 14, LmPK inhibitor 3%, AMA1 RON2 block 33%[activator], AmpC inh no detg -12%, AmpC inh detg 4% and TbPYK inhibitor -6%.
Screening CCOc1ccc(C2c3c(oc4ccc(C)cc4c3=O)C(=O)N2CCCN2CCOCC2)cc1 (stereo not given) returned Sm TGR block 8%, HCMV inh 2, AmpC inh detg 1% and TbPYK inhibitor -2%.
For CCO[C@H]1OC(C(=O)NCc2ccccc2)=C[C@@H](C(C)(C)C)[C@@H]1CCCO the results were HCMV inh 29, AMA1 RON2 block 1% and TbPYK inhibitor -8%.
Screening CNC(=O)NC(=O)C(C)Oc1ccccc1F (stereo not given) returned Sm TGR block 6%, HCMV inh 42, LmPK inhibitor -2%, AMA1 RON2 block -1%, AmpC inh no detg 1%, AmpC inh detg 2% and TbPYK inhibitor -2%.
COCCCn1c(SCc2nnc(-c3ccc(OC)c(OC)c3)o2)nc2ccccc2c1=O was read as Sm TGR block 3%, HCMV inh -3, LmPK inhibitor 6%, AMA1 RON2 block 3%, AmpC inh no detg 265%[activator], AmpC inh detg -13% and TbPYK inhibitor 2%.
For CCOC(=O)N(C)c1c(CC)nc2c(OCc3ccccc3)cccn12 the results were HCMV inh 15, AMA1 RON2 block -2% and TbPYK inhibitor -2%.
For O=C(CSc1nnc(-c2ccccn2)o1)Nc1ccccc1C(F)(F)F the results were Sm TGR block 5%, HCMV inh -9, LmPK inhibitor 3%, AMA1 RON2 block 63%[activator], AmpC inh no detg -14%, AmpC inh detg -11% and TbPYK inhibitor -9%.
Cc1ccc(C2CC(c3ccc(Br)cc3)=NN2C(=O)CSC2=NN3CCCC(=O)N=C3S2)cc1 (stereo not given) was read as Sm TGR block 5%, HCMV inh 0, LmPK inhibitor 2%, AMA1 RON2 block 7%, AmpC inh no detg 113%[activator], AmpC inh detg inconclusive and TbPYK inhibitor -1%.
For COc1cccc(N2CCN(C(=O)c3ccc(-c4ccccc4)cc3)CC2)c1 the results were Sm TGR block -5%, HCMV inh -35, LmPK inhibitor -9%, AMA1 RON2 block -28%, AmpC inh no detg 0%, AmpC inh detg -3% and TbPYK inhibitor -9%.
Screening O=C(Nc1ccc(Cl)cc1)c1ccc(OC2CSC2)cc1 returned Sm TGR block -4%, HCMV inh -6, LmPK inhibitor -2%, AMA1 RON2 block -5%, AmpC inh no detg -26%, AmpC inh detg 4% and TbPYK inhibitor 0%.
`CN(C)c1ccc(NC(=S)c2ccccn2)cc1` gave Sm TGR block -16%, HCMV inh -91*, LmPK inhibitor 4.5µM*, AMA1 RON2 block 14µM*, AmpC inh no detg -30%, AmpC inh detg -10% and TbPYK inhibitor inconclusive.
`CSc1nccc(-c2c(-c3ccc(Cl)cc3)noc2C)n1` gave Sm TGR block -16%, HCMV inh -26, LmPK inhibitor 6%, AMA1 RON2 block 23%, AmpC inh no detg -12%, AmpC inh detg 2% and TbPYK inhibitor 1%.
For CCNC(=O)C1CCCN(C(=O)c2ccc(C(=O)OC)cc2)CC1 (stereo not given) the results were HCMV inh 9, AMA1 RON2 block 2% and TbPYK inhibitor 0%.
Screening CCn1c(SCC(=O)NNC(=O)c2ccccc2)nnc1-c1ccco1 returned Sm TGR block -3%, HCMV inh -21, LmPK inhibitor -2%, AMA1 RON2 block 27%, AmpC inh no detg -13%, AmpC inh detg 4% and TbPYK inhibitor -7%.
CCCCNC(=O)Oc1c(Br)cc2sc(=O)oc2c1Br was read as Sm TGR block 4%, LmPK inhibitor 6%, AmpC inh no detg inconclusive and AmpC inh detg 45µM*.
`CCOC(=O)c1ccc(NC(=O)c2nc[nH]c2C(=O)N2CCc3ccccc3C2)cc1` gave Sm TGR block 19%, HCMV inh 6, LmPK inhibitor 7%, AMA1 RON2 block 34%[activator], AmpC inh no detg -32%, AmpC inh detg 4% and TbPYK inhibitor 4%.
Screening COc1ccc(N=Nc2ccc(O)c(P(=O)(c3ccccc3)c3ccccc3)c2)cc1 returned Sm TGR block 2%, HCMV inh 21, LmPK inhibitor 6%, AMA1 RON2 block -17%, AmpC inh no detg -32%, AmpC inh detg 4% and TbPYK inhibitor -11%.
For O=C1CC(c2cccc(Cl)c2)CC(O)=C1C=Nc1ccccc1 (stereo not given) the results were Sm TGR block -11%, HCMV inh inconclusive, LmPK inhibitor 4%, AMA1 RON2 block -3%, AmpC inh no detg -30%, AmpC inh detg inconclusive and TbPYK inhibitor 2%.
Screening Cc1ccc(C(=C2C3C=CC2C2C(=O)NC(=O)C32)c2ccc(C)cc2)cc1 (stereo not given) returned Sm TGR block 4%, LmPK inhibitor 6%, AMA1 RON2 block -7%, AmpC inh no detg -14%, AmpC inh detg -13% and TbPYK inhibitor 2%.

2 records picked at random from the list so far, as already listed:
For CCOC(=O)N(C)c1c(CC)nc2c(OCc3ccccc3)cccn12 the results were HCMV inh 15, AMA1 RON2 block -2% and TbPYK inhibitor -2%.
Screening COc1ccc(N=Nc2ccc(O)c(P(=O)(c3ccccc3)c3ccccc3)c2)cc1 returned Sm TGR block 2%, HCMV inh 21, LmPK inhibitor 6%, AMA1 RON2 block -17%, AmpC inh no detg -32%, AmpC inh detg 4% and TbPYK inhibitor -11%.

Next section
Screening COc1ccc(CN2CCNC(=O)C2CC(=O)NC2CC(C)(C)CC(C)(C)C2)cc1OC (stereo not given) returned Sm TGR block inconclusive, HCMV inh 0, LmPK inhibitor 3%, AMA1 RON2 block 32%[activator], AmpC inh no detg 107%[activator], AmpC inh detg inconclusive and TbPYK inhibitor -12%.
Screening Cc1cccc(C(=O)N2CCNC(=O)C2CC(=O)Nc2ccc(F)cc2)c1 (stereo not given) returned Sm TGR block 3%, HCMV inh 8, AmpC inh detg 20% and TbPYK inhibitor -3%.
For Cn1cc(S(=O)(=O)NCc2ccc(Cl)cc2)c(=O)n(C)c1=O the results were Sm TGR block 30%, HCMV inh 19, LmPK inhibitor 2%, AMA1 RON2 block -5%, AmpC inh no detg -20%, AmpC inh detg -3% and TbPYK inhibitor -1%.
Screening O=C(c1cnccn1)N(c1ccccc1)C1(C(=O)NC2CCCCC2)CCCCC1 returned Sm TGR block -9%, HCMV inh -18, LmPK inhibitor 5%, AMA1 RON2 block -11%, AmpC inh no detg 34%, AmpC inh detg -4% and TbPYK inhibitor 2%.
COc1ccccc1NC(=O)CSc1nc(-c2cccc(Cl)c2)nc2c1Cc1c(CO)cnc(C)c1O2 was read as Sm TGR block 20µM*, HCMV inh -9, AmpC inh detg 0% and TbPYK inhibitor 1%.
For COc1ccccc1N1CCN(/N=C/c2ccc(Cl)c([N+](=O)[O-])c2)CC1 the results were Sm TGR block -6%, HCMV inh -10, LmPK inhibitor -1%, AMA1 RON2 block inconclusive, AmpC inh no detg -21%, AmpC inh detg 3% and TbPYK inhibitor 9%.
`N#CC1=C(N)NC(=S)C(C(N)=O)C1c1ccccc1F` (stereo not given) gave Sm TGR block 0%, HCMV inh -36, LmPK inhibitor -3%, AMA1 RON2 block 18%, AmpC inh no detg -13%, AmpC inh detg 1% and TbPYK inhibitor inconclusive.
CC(/C=C/c1ccco1)=N\NC(=O)c1cc(Cl)ccc1O was read as Sm TGR block 8.9µM*, HCMV inh 4, LmPK inhibitor 20%, AMA1 RON2 block 37%[activator], AmpC inh no detg -53%, AmpC inh detg 0% and TbPYK inhibitor -7%.
For Cc1nc(C)c(Oc2cccc(C(F)(F)F)c2)c(=O)[nH]1 the results were Sm TGR block 5%, HCMV inh 29, LmPK inhibitor 1%, AMA1 RON2 block 3%, AmpC inh no detg -6%, AmpC inh detg 2% and TbPYK inhibitor -3%.
COc1ccc(/C=N/NC(=S)N[C@H]2CC3CCC2C3)cc1 (stereo not given in full) was read as Sm TGR block 3%, HCMV inh inconclusive, LmPK inhibitor 3%, AMA1 RON2 block 55%[activator], AmpC inh no detg -37%, AmpC inh detg -5% and TbPYK inhibitor -6%.
For O=C(NCCc1ccc(Cl)cc1)c1ccc(Cn2c(=O)[nH]c3ccccc3c2=O)cc1 the results were Sm TGR block -4%, HCMV inh 24, AmpC inh no detg -16%, AmpC inh detg -5% and TbPYK inhibitor 0%.
O=C(CCNC(=O)c1ccco1)Nc1ccc(OC(F)(F)F)cc1 was read as Sm TGR block -6%, HCMV inh -20, LmPK inhibitor -5%, AMA1 RON2 block 10%, AmpC inh no detg 3%, AmpC inh detg 0% and TbPYK inhibitor -7%.
For COc1c2occc2cc2ccc(=O)oc12 the results were Sm TGR block 1%, HCMV inh -13, LmPK inhibitor -8%, AMA1 RON2 block -1%, AmpC inh no detg -12%, AmpC inh detg -13% and TbPYK inhibitor 6%&-2%.
For CN(C)c1ccc(/C=C/c2nc3ccccc3c(=O)n2-c2ccc(C(=O)O)cc2)cc1 the results were Sm TGR block 7%, HCMV inh 8, LmPK inhibitor 8%, AMA1 RON2 block -26%, AmpC inh no detg 0%, AmpC inh detg -14% and TbPYK inhibitor 0%.
`Cc1ccc(NC2CCCCC2NS(=O)(=O)c2ccccc2)c(C)c1` (stereo not given) gave Sm TGR block 3%, HCMV inh -15, LmPK inhibitor 6%, AMA1 RON2 block -28%, AmpC inh no detg -38%, AmpC inh detg -7% and TbPYK inhibitor 0%.
CCOC(=O)c1cc(-c2cccnc2)nn1-c1ccccc1C was read as Sm TGR block 3%, HCMV inh -17, LmPK inhibitor 2%, AMA1 RON2 block 32%[activator], AmpC inh no detg -15%[11.4 µM], AmpC inh detg -7% and TbPYK inhibitor -7%.
O=c1[nH]c2ccc(Br)cc2c(-c2ccccc2)c1CN1CCOCC1 was read as Sm TGR block 35µM*, HCMV inh 13, LmPK inhibitor 3%, AMA1 RON2 block -10%, AmpC inh no detg 53%, AmpC inh detg inconclusive and TbPYK inhibitor -2%.
